Screening data (PubChem)
CHO-K1 Ca antag – nonselective inhibitor or artifact in parental CHO-K1 cells. ATP-induced calcium, Fluo-8 fluorescence. inhibition, % at 3 µM. hit rate 0.6% among 360,000. AID 602250;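 active = inhibition above a per-plate cutoff, the plate's mean sample inhibition plus 3 SD, cut at about 24% in these data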;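 note: 0% = DMSO plus EC80 ATP and 100% = DMSO alone without ATP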
OXTR potentiator – potentiates the human oxytocin receptor response; CHO-OTR cells, Fluo-8 calcium fluorescence, potentiator mode; 0% = oxytocin EC15, 100% = EC100; activation, % at 3 µM; hit rate 0.061% among 320,000; AID 2445;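 active = activation above that plate's cutoff, the mean activation of tested compounds plus 3 SD, cut at about 6.6% in these data, passing the limit was not always enough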;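 note: 100% uses oxytocin at 75 nM as the full agonist control; some results filed as inactive read as strong as hits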
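assay system = CHO-OTR cells, human receptor | schedule = compound 6 min at room temperature before oxytocin, 100 s read | detection = Fluo-8 intracellular calcium fluorescence, ex 470-495, em 515-575 nm | evaluation = normalized max/min fluorescence ratio, % activation | control set = EC15 oxytocin alone as 0%, 75 nM oxytocin (EC100) as 100%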
TAAR1 agonist – agonists of human TAAR1 | CHO RD-HGA16 TAAR1, Fluo-8 calcium fluorescence; vehicle wells 0%, saturating PEA agonist 100% | activation, % at 3 µM | hit rate 0.99% among 360,000;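 active = activation above the mean activation of all test compounds in the run plus 3 SD, cut at about 38% in these data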
Target sequence (Q96RJ0 whole entry, looked up): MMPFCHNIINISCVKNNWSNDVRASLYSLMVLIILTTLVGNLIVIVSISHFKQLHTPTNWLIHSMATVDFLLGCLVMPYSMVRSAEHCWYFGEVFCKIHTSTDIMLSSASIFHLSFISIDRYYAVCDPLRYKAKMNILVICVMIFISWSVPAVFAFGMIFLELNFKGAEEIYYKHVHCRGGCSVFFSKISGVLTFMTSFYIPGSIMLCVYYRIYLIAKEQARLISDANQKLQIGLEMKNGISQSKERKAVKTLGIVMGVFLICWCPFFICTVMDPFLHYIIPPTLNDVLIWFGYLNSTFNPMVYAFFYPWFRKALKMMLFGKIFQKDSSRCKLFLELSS
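System: CHO-derived RD-HGA16 cells with stable Gα16 and human TAAR1 / Times: 17-24 h plating, Fluo-8 75 min 37 °C, 30 min RT / Technique: calcium-sensitive Fluo-8 signal, excitation 470-495, emission 515-575 nm / Measure: % activation relative to PEA EC100 response / Benchmarks: DMSO and PEA EC100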
CHRM1 agonist – activates human CHRM1 receptor. CHO-K1 hM1, Fluo-8 calcium fluorescence, agonist mode; 0% DMSO, 100% acetylcholine EC100. activation, % at 3 µM. hit rate 0.33% among 360,000. P11229;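 active = activation above the run's mean compound activation plus 3 SD, cut at about 16% in these data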;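 note: peak over basal fluorescence ratio within a 140 s kinetic read after compound addition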
Target sequence (P11229 whole entry, looked up): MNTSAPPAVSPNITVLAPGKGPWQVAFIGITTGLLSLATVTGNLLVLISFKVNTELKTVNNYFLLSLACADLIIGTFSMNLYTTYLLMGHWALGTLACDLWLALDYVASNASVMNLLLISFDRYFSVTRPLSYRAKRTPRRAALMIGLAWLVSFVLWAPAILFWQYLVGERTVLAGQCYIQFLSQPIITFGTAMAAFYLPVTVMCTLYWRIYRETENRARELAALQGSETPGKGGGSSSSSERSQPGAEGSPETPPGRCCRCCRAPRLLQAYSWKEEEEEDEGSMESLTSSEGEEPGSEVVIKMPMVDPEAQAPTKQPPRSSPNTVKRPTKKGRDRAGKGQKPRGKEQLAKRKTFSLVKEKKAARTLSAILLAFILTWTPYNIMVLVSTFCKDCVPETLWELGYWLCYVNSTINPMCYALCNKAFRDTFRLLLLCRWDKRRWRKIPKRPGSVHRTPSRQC
CHO-K1 Ca ag – nonselective activator or artifact in parental CHO-K1 cells; Fluo-8 calcium fluorescence; scaled to maximal ATP response, vehicle zero; activation, % at 3 µM; hit rate 0.48% among 360,000; in the data active = activation above about 15%;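 note: untransfected CHO-K1 host cells lacking M1 receptor as counterscreen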
CHO-K1 Ca PAM – M1 PAM counterscreen hit in parental CHO-K1 cells. hit rate 0.02% among 360,000. activation, % at 3 µM. ATP EC20, Fluo-8 calcium fluorescence; 0% at ATP EC20, 100% at ATP max;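 active = activation above the run cutoff, the mean activation of all test compounds plus 3 SD, cut at about 40% in these data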;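 note: peak over basal fluorescence ratio in a 140 s read after ATP addition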
M1 antag – antagonists of human M1 muscarinic receptor; P11229; CHO-K1 hM1, Fluo-8 calcium fluorescence, ACh EC80 antagonist; inhibition, % at 3 µM; hit rate 1.3% among 360,000;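 active = percent inhibition above its own plate's cutoff, namely the mean of that plate's compound wells plus 3 SD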;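 note: peak over basal fluorescence ratio during 140 s after agonist addition; 0% = ACh EC80 plus DMSO and 100% = DMSO alone without agonist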
CHO parental Ca – signal in parental CHO cells, OX1R antagonist counter-screen; hit rate 0.63% among 330,000; parental CHO-K1, ATP-induced calcium, Fluo-8 fluorescence; inhibition, % at 5.6 µM;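 active = inhibition above that plate's mean sample inhibition plus 3 SD, cut at about 26% in these data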;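 note: 0% = ATP-challenged DMSO wells and 100% = DMSO wells without ATP; some compounds past the cut are filed as inactive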
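Test system: parental CHO cells; detection: calcium-sensitive Fluo-8 fluorescence; evaluation: percent inhibition of calcium signal; also added: ATP as calcium-mobilizing challenge; repeats: one well per compound; control set: ATP-challenged DMSO wells low, unchallenged DMSO wells high; compound: single nominal dose of 5.6 µM per compound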
TAAR1 antagonist – human TAAR1 antagonism; Q96RJ0; CHO RD-HGA16 TAAR1, Fluo-8 calcium fluorescence, antagonist; inhibition, % at 3 µM; hit rate 1.5% among 360,000; AID 624466;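 active = inhibition above a per-plate cutoff, the mean inhibition of test compounds on that plate plus 3 SD, cut at about 49% in these data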;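 note: 0% = DMSO plus EC80 beta-PEA response and 100% = DMSO alone without agonist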
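Test system: RD-HGA16 CHO cells with stable hTAAR1 and Gα16 / Probe or stimulus: EC80 β-phenethylamine stimulus / Times: seeding 17-24 h prior, 75-min 37 °C, 30-min RT dye loading / Detection: Fluo-8 calcium-sensitive fluorescence / Read-out basis: % inhibition scaled between DMSO and EC80 PEA controls / Repeats: singlicate, one well per test compound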
An asterisk follows results filed as active; nt = no result given.

SMILES	CHO-K1 Ca antag	OXTR potentiator	TAAR1 agonist	CHRM1 agonist	CHO-K1 Ca ag	CHO-K1 Ca PAM	M1 antag	CHO parental Ca	TAAR1 antagonist
COc1ccc([C@@H]2[C@@H]3C(=O)N(C(C)(C)C)C(=O)[C@@H]3[C@]3(CC(C)C)C(=O)N(c4ccc(C(F)(F)F)cc4)C(=O)N23)cc1	-9.8	-4.6	3.5	4.1	0.9	7.9	-5.7	-6.0	2.2
O=c1cc(CSc2nnc(COc3ccc(Cl)cc3)o2)c2ccccc2[nH]1	-15.8	-15.2	9.1	-4.4	-0.2	14.4	-5.0	-27.8	-1.7
CN1c2ccccc2C(C)(C)C12CCCC(=O)N2 (stereo not given)	9.1	-20.3	9.2	-1.2	-0.1	-3.2	-12.3	-16.4	15.8
COc1ccc(CCNC(=O)C2CC(c3cc(C(F)(F)F)cc(C(F)(F)F)c3)=NO2)cc1 (stereo not given)	-8.7	8.9	3.5	-8.4	0.8	7.6	-2.8	-6.5	1.7
COc1ccccc1NC(=O)Nc1ccc(C(N)=O)cc1	-1.8	-5.0	23.7	-4.6	1.0	13.2	-0.4	-0.1	18.0
CCC(C)c1ccc(OCC(=O)NNC(=O)C2CCCCC2)cc1 (stereo not given)	-5.4	-0.3	1.6	-1.4	3.5	3.1	2.3	-1.0	-16.0
O=C(NC(=S)NNC(=O)c1ccccc1O)c1cccc([N+](=O)[O-])c1	-13.2	-11.3	15.8	-3.7	0.2	-16.8	10.0	-0.8	-12.5
CCS(=O)(=O)Nc1cccc(C2=NN(S(=O)(=O)CC)C(c3cccs3)C2)c1 (stereo not given)	-0.1	-5.4	2.5	-3.3	1.7	4.6	-13.0	2.8	-2.5
COc1ccc(C2=NOC(C(=O)Nc3cccnc3Cl)C2)cc1 (stereo not given)	-4.0	6.0	3.5	-5.7	1.2	3.5	-2.4	-2.4	8.9
COc1cc(NS(=O)(=O)c2csc(C(N)=O)c2)cc(OC)c1	3.6	-13.9	5.0	-0.3	0.1	-0.2	-16.4	1.4	-12.7
O=C1N[C@@H](Cc2ccccc2)COC(=O)[C@H](Cc2ccc(F)cc2)CC/C=C/C[C@H]1CC(=O)N(CCO)Cc1ccccc1	-9.0	-9.7	27.4	-5.0	1.6	2.9	11.5	-2.2	65.7*
CC1C(c2ccccc2)OCCN1C(=S)Nc1ccc(S(=O)(=O)N2CCCCC2)cc1 (stereo not given)	10.8	nt	54.6*	-3.2	5.0	1.3	-2.0	nt	10.1
Cc1cc(C)c2c(SC(C)C)nc(N)nc2n1	-1.1	-14.8	5.2	-3.6	4.2	-29.9	24.8	-5.8	4.4
COc1cccc(OCCNCc2ccccc2)c1	3.7	-3.4	0.8	-7.3	-0.2	-9.8	6.1	-11.9	5.9
Cc1nn(CC(=O)N2CCN(C)CC2)c(=O)c2c1sc1ccccc12	-10.6	-7.3	-0.2	-4.3	0.2	15.5	2.0	-13.6	-6.3
COc1ccc2cc(-c3cc(C(=O)OCC(=O)NC4CCS(=O)(=O)C4)c4ccccc4n3)ccc2c1 (stereo not given)	-7.8	0.9	16.1	-7.8	1.2	12.2	-7.5	-1.1	58.9*
O=C(NCC1CCCO1)C1CCCN1C(=O)Nc1ccc(Cl)c(Cl)c1 (stereo not given)	-6.5	-6.6	2.0	-4.4	0.7	8.9	6.1	-3.6	1.1
CS(=O)(=O)N1CCc2cc(C(=O)Nc3ccccc3Br)ccc21	25.4*	nt	0.6	-2.3	8.8	11.6	8.5	nt	23.9
Cn1cc(C(=O)OCC2CCN(CCNS(C)(=O)=O)CC2)c2ccccc21	9.2	-5.1	0.0	-5.0	2.0	6.0	-10.3	1.6	-8.1
CN(C)CCCn1c(SCc2ccc(Cl)cc2)nnc1-c1ccncc1	11.6	-2.3	3.2	-8.6	13.8	-2.1	-7.9	-11.4	-0.5
Cc1ccc(-c2nc(CCNC(=O)c3ccco3)cs2)cc1	-6.1	-9.2	0.8	-1.6	1.9	-15.0	-10.2	-25.7	-2.3
O=C1CCCN1CC(CN1CCOCC1)Sc1nc2ccccc2c(=O)n1-c1ccccc1 (stereo not given)	15.6	nt	13.4	-2.2	2.2	-4.7	9.3	nt	17.5
COCCCNc1nc2nonc2nc1NCCSC	-6.7	-15.1	3.1	-1.0	3.4	5.6	-2.7	-5.4	-32.2
Cc1cccc(NC(=O)CCC(=O)c2cccs2)n1	6.5	-8.6	0.6	-2.1	-0.2	-0.1	3.1	-8.5	-1.6
O=C(c1[nH]c(C(F)(F)F)nc1-c1ccccc1)N1CCC(C(O)(c2ccccc2)c2ccccc2)CC1	-20.8	nt	-0.2	-5.2	0.4	4.3	-30.0	nt	-18.5

Structures listed so far printed as active in TAAR1 agonist.
Structure	TAAR1 agonist	CHRM1 agonist	M1 antag
CC1C(c2ccccc2)OCCN1C(=S)Nc1ccc(S(=O)(=O)N2CCCCC2)cc1 (stereo not given)	54.6*	-3.2	-2.0

One compound at a time, from the list above. Screens in order: CHO-K1 Ca antag | OXTR potentiator | TAAR1 agonist | CHRM1 agonist | CHO-K1 Ca ag | CHO-K1 Ca PAM | M1 antag | CHO parental Ca | TAAR1 antagonist
CN(C)CCCn1c(SCc2ccc(Cl)cc2)nnc1-c1ccncc1 as listed: 11.6 | -2.3 | 3.2 | -8.6 | 13.8 | -2.1 | -7.9 | -11.4 | -0.5
Cc1ccc(-c2nc(CCNC(=O)c3ccco3)cs2)cc1 as listed: -6.1 | -9.2 | 0.8 | -1.6 | 1.9 | -15.0 | -10.2 | -25.7 | -2.3

The list goes on:
SMILES	CHO-K1 Ca antag	OXTR potentiator	TAAR1 agonist	CHRM1 agonist	CHO-K1 Ca ag	CHO-K1 Ca PAM	M1 antag	CHO parental Ca	TAAR1 antagonist
CC(OC(=O)Cc1ccc(Br)cc1)C(=O)NC1CCCCC1C (stereo not given)	-1.3	1.9	-2.6	-1.6	0.5	3.4	-4.2	-17.5	-3.3
N#C/C(=C/c1ccc(N2CCCCCC2)o1)c1cccc(F)c1	-14.1	-4.0	8.7	4.7	1.3	2.9	-6.2	-12.8	17.0
O=C(CC[C@H]1O[C@@H](n2cnc3c(NC(=O)c4ccccc4)ncnc32)[C@H](O)[C@@H]1O)NCCc1cc2ccccc2[nH]1	27.2*	nt	4.0	6.2	0.2	-6.7	12.3	nt	-6.7
CCCC(=O)NCCc1nc2ccccc2n1CC(=O)c1ccccc1	-7.1	4.1	0.0	-5.1	0.7	12.6	-4.2	-15.3	18.9
CC(C)n1c(Nc2ccccc2)nc2ccccc21	-6.9	-10.5	11.6	2.0	2.0	12.4	-17.7	1.6	-4.5
COc1cccc(-n2c(C)c3c(OC)cccc(=O)c3c2C)c1	-5.1	-12.0	0.8	-1.1	0.5	12.2	-10.5	7.2	7.1
COC(=O)c1cc(NC(=O)CSc2ncn[nH]2)ccc1Cl	-5.8	nt	7.2	-1.4	0.4	-5.5	2.6	nt	-13.6
O=C(NC(c1ccc2ccccc2n1)c1cccs1)C1CCN(Cc2cccc(C(F)(F)F)c2)CC1 (stereo not given)	-11.4	nt	-1.8	-9.7	-0.3	3.5	0.5	nt	-28.4
CN(Cc1ccnc2ccccc12)C(=O)C1CCC(=O)N(Cc2ccccc2F)C1 (stereo not given)	-2.1	-6.8	0.4	-2.5	0.7	-0.2	-5.0	-12.3	-8.7
COc1ccccc1N1CCN(C2CCCN(S(=O)(=O)c3ccc(C)cc3)C2)CC1 (stereo not given)	-1.2	-7.6	-2.0	-3.1	5.8	7.6	-7.5	-28.8	-11.4
COc1ccc(N2CCN(C(=O)CCCCCn3c(=O)[nH]c4ccsc4c3=O)CC2)cc1	-12.2	-0.3	3.5	-0.1	6.2	6.6	-5.8	-12.2	-6.4
CCOC(=O)C1=C(COC(=O)COc2ccc(C(C)=O)cc2)NC(=O)NC1C (stereo not given)	1.7	-5.6	16.5	0.6	5.4	-14.7	-2.1	-4.9	27.5
Cc1ccc(C(=O)NCCN2CCN(C(=O)c3ccc(C)c(C)c3)CC2)cc1C	-7.5	nt	-1.6	-4.5	0.3	8.9	-1.5	nt	-3.4
COC(=O)CNC(=O)C1CCN(c2nc(C)cc(C)n2)CC1	-21.8	1.3	10.0	-6.3	0.0	1.5	-8.9	-3.9	7.2
COc1ccccc1NC(=S)N1CCN(c2ccc(F)cc2)CC1	-7.2	-8.9	0.2	-3.0	0.3	4.5	-20.2	-5.9	1.5
c1ccc(N2CCN(c3ccccc3)C2c2cccnc2)cc1	5.0	-9.9	1.3	3.3	0.2	5.0	-13.4	-28.6	-12.2
Nc1nc(Cl)nc2c1ncn2C1OC(CO)C(O)C1O (stereo not given)	2.1	nt	1.6	-0.4	0.0	11.2	-14.7	nt	-8.6
COc1ccccc1C(=O)NC(CCSC)C(=O)NNC(=O)c1csc(N2CCOCC2)n1 (stereo not given)	-8.9	-0.3	-0.2	-5.4	0.7	7.1	-5.2	-12.1	-25.8
C=CCn1c(SCC(=O)NC)nc2sc3c(c2c1=O)CCC3	1.5	0.8	-0.1	-9.3	0.1	0.2	-3.5	-17.5	6.0
CC(C)CCN1C(=O)c2ccc(C(=O)NCc3ccccn3)cc2C1=O	-2.0	-5.6	2.1	-5.0	0.3	-2.2	-9.4	-7.3	5.9
N#Cc1nc(-c2ccco2)oc1N1CCOCC1	-37.2	-2.4	1.7	-0.8	-0.3	3.5	-3.5	-6.7	13.7
O=C(O)CCC(=O)N1CCN(c2nc(-c3ccccc3)c3cc(Br)ccc3n2)CC1	-1.1	-6.8	13.1	-1.7	0.1	2.5	-11.6	-4.2	12.4
CC(=O)c1n[nH]nc1NC(=O)c1ccccc1	-6.0	7.3	2.5	-2.7	-0.6	10.3	-9.2	-7.1	-17.4
CCc1cccc(C)c1NC(=S)N1CCCCC1c1cccnc1 (stereo not given)	-10.9	-8.2	6.7	-1.0	0.3	9.0	-7.8	6.6	-9.3
CCOc1ccc(-n2nnc3c(=O)n(CC(=O)Nc4cc(C)on4)cnc32)cc1	-5.4	0.1	-0.2	-3.2	0.0	-5.9	2.2	-22.4	-0.7
COc1ccc(C(=O)NC2CC2)cc1OC1CCN(Cc2ccc(SC)cc2)CC1	-11.1	2.4	2.8	2.8	0.7	-13.7	5.8	-21.4	-10.0
COc1ccc(-c2cc(C(F)(F)F)nc(SCC(=O)NCc3ccco3)n2)cc1OC	-12.5	-7.9	-3.9	-3.2	0.8	15.3	-14.7	-27.4	-8.2
CCCC(=O)Nc1sc(Cc2ccccc2)c(C)c1C(N)=O	-6.4	-5.0	4.8	0.0	0.4	0.7	-1.7	-7.8	-19.9
CC(=O)Cc1nsc(NC(=O)c2c(-c3ccccc3Cl)noc2C)n1	-20.7	-8.5	1.4	-0.1	0.5	-4.3	17.0	11.0	-3.2
